Assay outcomes as filed in PubChem BioAssay.
S2 tox – viability counter-screen for ATXN expression inhibitors; S2 cells (HEK-293 line with an ATXN2-luciferase reporter) viability, CellTiter-Fluor protease fluorescence, 24 h; Potency, µM (doses to about 56.7 µM), usual class: cytotoxic; AID 651635; hit rate 0.49% among 400,000; also: nearly all actives have a fitted effect of over 40% in size
HepG2 tox – kills HepG2 cells in TGF-b inhibitor counter-screen. HepG2 CAGA-GFP viability, ATP luminescence, 18 h. Potency, µM (titrated, usually from 46.1 µM), inactives show at the highest dose activity change, negative = cytotoxicity, most hits filed as cytotoxic. hit rate 0.76% among 410,000. AID 588856; also: some results filed as inactive show a strong effect at the top dose
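HepG2 CAGA-GFP cells (1000/well, DMEM with 1% FBS) received compound, then TGF-beta at 500 pg/mL final, and were incubated 18 hours at 37 degrees C. Viability was read by CellTiter-Glo luminescence. Media-only wells were set as complete cell-killing and DMSO as no toxicity.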
TGFb inhibitor – inhibitors of TGF-b signaling; HepG2 CAGA-GFP TGF-b/SMAD3 reporter, GFP fluorescence, 18 h; TGF-beta stimulated, 500 pg/mL final; Potency, µM (highest dose often 46.1 µM), without a hit: top-dose activity, negative = inhibition, most hits filed as inhibitors; hit rate 1.2% among 410,000; AID 588855; also: % is scaled to controls: 0 for no effect and ±100 for the full control effect; nearly all actives have a fitted effect of over 65% in size
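Using HEPG2 CAGA-GFP reporter cells at 1000 cells/well, we pinned test compounds, stimulated with recombinant TGF-beta (500 pg/mL final) and measured total well GFP after 18 h.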
EPAC2 antag – blocks human EPAC2 exchange factor | Q8WZA2 | EPAC2 GEF exchange of Rap1B-BODIPY-GDP, fluorescence | Potency, µM (titrated, usually from 114 µM), for inactives: top-dose activity, negative = inhibition, most hits filed as inhibitors | hit rate 0.18% among 360,000 | AID 720708; also: % is scaled to controls: 0 for no effect and ±100 for the full control effect; nearly all actives have a fitted effect of over 45% in size; many of its hits are not listed in these tables
Target sequence (Q8WZA2 whole entry, looked up): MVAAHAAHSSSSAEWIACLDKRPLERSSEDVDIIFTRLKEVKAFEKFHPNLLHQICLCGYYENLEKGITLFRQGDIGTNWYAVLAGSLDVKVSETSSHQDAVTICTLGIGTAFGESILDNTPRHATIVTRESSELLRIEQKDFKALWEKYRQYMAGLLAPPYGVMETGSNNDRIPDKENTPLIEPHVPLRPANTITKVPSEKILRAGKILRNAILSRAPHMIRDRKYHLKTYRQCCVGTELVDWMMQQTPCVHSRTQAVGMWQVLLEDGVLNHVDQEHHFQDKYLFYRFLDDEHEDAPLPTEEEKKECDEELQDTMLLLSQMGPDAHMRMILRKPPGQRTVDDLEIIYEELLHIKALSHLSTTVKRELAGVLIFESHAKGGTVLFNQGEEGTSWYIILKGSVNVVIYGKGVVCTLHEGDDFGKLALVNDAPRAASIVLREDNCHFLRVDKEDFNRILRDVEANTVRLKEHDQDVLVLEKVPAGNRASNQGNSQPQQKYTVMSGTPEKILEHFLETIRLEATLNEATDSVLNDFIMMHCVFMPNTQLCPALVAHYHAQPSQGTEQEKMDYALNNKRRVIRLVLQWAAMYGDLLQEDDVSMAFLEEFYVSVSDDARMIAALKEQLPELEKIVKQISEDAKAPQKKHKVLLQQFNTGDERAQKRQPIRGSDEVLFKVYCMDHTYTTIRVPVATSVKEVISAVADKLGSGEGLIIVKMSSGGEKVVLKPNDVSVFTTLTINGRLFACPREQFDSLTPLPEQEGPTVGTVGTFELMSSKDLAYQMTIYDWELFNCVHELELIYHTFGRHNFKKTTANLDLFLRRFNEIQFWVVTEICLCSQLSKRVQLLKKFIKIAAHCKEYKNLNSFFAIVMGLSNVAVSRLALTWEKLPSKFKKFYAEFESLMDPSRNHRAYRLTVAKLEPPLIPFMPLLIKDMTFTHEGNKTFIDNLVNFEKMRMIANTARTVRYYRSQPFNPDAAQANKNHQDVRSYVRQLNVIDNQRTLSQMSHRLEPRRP
MCF10A rereplic – DNA re-replication induction in MCF 10a cells | MCF 10A DNA re-replication, Hoechst nuclear intensity, 48 h | Potency, µM (doses to about 46.1 µM), inactives show at the highest dose activity, positive = re-replication, most hits filed as activators | hit rate 2.9% among 350,000; also: % of control where 0% means no effect; nearly all actives have a fitted effect of over 50% in size
Nrf2 block – blocks Nrf2 signaling. hit rate 2.1% among 360,000. Potency, µM (highest dose often 46 µM), for inactives: at the top dose activity change, negative = inhibition, usual class: inhibitors. AID 504444. A549 ARE-Fluc reporter, luciferase luminescence, 18-24 h; also: % is scaled to controls: 0 for no effect and ±100 for the full control effect; nearly all actives have a fitted effect of over 60% in size
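Concentration-response testing used A549 ARE_Fluc cells at 5000 cells/well. Following an 18-24 h compound incubation, viability was read by fluorescence (Ex 405/Em 525) and luciferase output by luminescence.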
ATXN2 expr inh – inhibitors of ATXN2 expression; HEK-293 ATXN2-luciferase reporter, luminescence, 24 h; Potency, µM (series often up to 57 µM), inactives show at the top dose activity change, negative = inhibition, usual class: inhibitors; hit rate 0.72% among 360,000; also: % is scaled to controls: 0 for no effect and ±100 for the full control effect; nearly all actives have a fitted effect of over 55% in size
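qHTS (up to 57 uM final) was run with 24 h compound exposure of reporter cells at 37 °C. Each well was multiplexed: SteadyGlo luminescence measured ATXN2-luciferase expression after a fluorogenic Gly-Phe-AFC viability readout (25 uM final).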
A549 viability – counter-screen for Nrf2 inhibitors: cytotoxicity in A549 cells | Potency, µM (doses to about 46 µM), for inactives: top-dose activity change, negative = cytotoxicity, usual class: inhibitors | hit rate 0.16% among 390,000 | A549 ARE-Fluc cells, CellTiter-Fluor viability, 18-24 h; also: % is scaled to controls: 0 for no effect and ±100 for the full control effect
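Cytotoxicity counterscreen: CellTiter-Fluor fluorescence was measured in A549 ARE_Fluc cells after 18-24 h of compound exposure in a concentration series. The subsequent BugLite luminescent read reports ARE-luciferase activity.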
Nrf2 activator – activators of Nrf2 (ARE) signaling. hit rate 0.31% among 410,000. AREc32 ARE-luciferase reporter (MCF7-derived line), luminescence, 24 h. AID 624171. Potency, µM (series often up to 46.1 µM), for inactives: at the highest dose activation, hits mostly activators; also: % of control where 0% means no effect; nearly all actives have a fitted effect of over 65% in size
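AREc32_Fluc, 1000 cells/well, OPTI-MEM + 5% FBS, o/n 37 deg C 5% CO2; 23 nL cpd by pin tool, 24 hr; Steady-Glo 30 min RT, luminescence.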
* = called active by the depositor; i = inactive; ? = inconclusive; · = not tested or not shown; [ ] = another dose, or the depositor's remark. Calls follow the shape of the dose curve; as a rule, active = well fitted curve in the direction sought with a large enough effect; inconclusive = small, poorly fitted or top-dose-only effect, or another doubt; inactive = no such curve, though single readings can be large; an effect the other way counts as inactive or inconclusive. Potency is read from the fitted curve at half-maximal effect.

SMILES	S2 tox	HepG2 tox	TGFb inhibitor	EPAC2 antag	MCF10A rereplic	Nrf2 block	ATXN2 expr inh	A549 viability	Nrf2 activator
CN(C(=O)C(=O)c1cn(CC(=O)N2CCCC2)c2ccccc12)C1CCCCC1	i	-30%	-21%	-4%	-6%	-2%	0%	-4%	0.3%
CCCOC(=O)C(C)n1cnc2scc(-c3ccc(C)cc3)c2c1=O (stereo not drawn)	i	9%	-1%	-6%	?	?	·	1%	0.8%
CCOC(=O)C1CCCN(CC(=O)Nc2nc(-c3ccccc3)cs2)C1 (stereo not drawn)	·	-1%	-24%	0%	?	0%	-1%	12%	4.1%
Cn1c(C(=O)N2CCC(C(=O)N3CCN(Cc4ccc5c(c4)OCO5)CC3)CC2)cc2sccc21	i	-37%	6%	11%	15%	?	-16%	-4%	-0.4%
COc1ccccc1N1CCN(C(=O)CN2C(=O)COc3ccc(S(=O)(=O)N4CCC(C)CC4)cc32)CC1	i	-8%	6%	·	·	-5%	6%	1%	-0.1%
O=C1CC(SC2=NCCS2)C(=O)N1c1ccc(Cl)cc1 (stereo not drawn)	?	-18%	-26%	5%	-1%	1%	5%	-2%	-1.6%
COC(=O)c1cc(C)nc2c1c(=O)nc(SCc1ccccc1F)n2C1CC1	·	-7%	-1%	·	·	·	·	18%	9.4%
O=C(OCc1cc(=O)n2c(n1)sc1ccccc12)c1ccc2c(=O)n3c(nc2c1)CCC3	i	1%	1%	8%	9%	-7%	4%	-2%	-0.6%
CCCCCC(=O)NC(Nc1ccc(S(N)(=O)=O)cc1)C(Cl)(Cl)Cl (stereo not drawn)	i	-1%	?	-7%	2%	9%	-4%	-2%	0.3%
CCN(CC)S(=O)(=O)c1ccc(C(=O)N2CCCCC2)cc1	·	0%	-15%	-6%	6%	2%	·	-2%	0.0%
COc1ccc(NC(=O)c2cc([N+](=O)[O-])ccc2N2CCCC2)cc1	i	0%	-4%	7%	14%	-23%	-13%	?	-0.8%
COc1ccc(S(=O)(=O)N2CCCC2C(=O)Nc2ccc(C(C)=O)cc2)cc1 (stereo not drawn)	i	-10%	-1%	12%	9%	7%	7%	-7%	0.3%
COc1cccc(OC)c1C(=O)Nc1cccc(S(=O)(=O)Nc2ccccc2Cl)c1	i	-4%	11%	-17%	11%	?	9%	5%	8.5%
COc1ccc(S(=O)(=O)N2CCN(C(=O)c3cc(C)nc4ccccc34)CC2)cc1OC	i	1%	1%	-6%	5%	7%	-3%	0%	-0.6%
CCC/C(O)=C1\C(=O)CC(C)(C)CC1=Nc1cccc([N+](=O)[O-])c1	i	0%	-3%	-16%	?	-1%	-12%	8%	2.6%
N#CC1=C(SCc2ccc(C#N)cc2)N=C(N)C(c2nc(-c3ccccc3)cs2)C12CCCCC2 (stereo not drawn)	?	13%	?	-3%	-11%	·	-7%	-16%	0.5%
COC(=O)c1cc(Cc2ccc(N)c(C(=O)OC)c2)ccc1N	i	-5%	-8%	-1%[57.1 µM]	4%	-5%	-9%	-8%	3.2%
CCCCc1nc2cc(C(=O)N3CCC(O)CC3)ccc2o1	i	1%	13%	-10%	0%	?	·	1%	-0.3%
COc1ccc(C2C(C(C)=O)=C(C)Nc3ncnn32)c(OC)c1OC (stereo not drawn)	i	-10%	-3%	-3%	0%	-14%	-12%	1%	-2.3%
CCOc1ccc(N(CC)C(=O)COc2cc(=O)n(CC)c3ccccc23)cc1	?	-21%	0%	-2%	12%	-29%	41%[activator]	-3%	4.4%
Cc1ccc(-n2c(=O)c3oc4ccccc4c3n(CC(=O)Nc3ccc(F)c(Cl)c3)c2=O)cc1C	·	-30%	?	·	·	?	·	-1%	-0.9%
CN(CCC1CCCCO1)C(=O)CCc1nnc(C2CCCCC2)o1 (stereo not drawn)	i	2%	4%	1%	0%	7%	·	1%	4.8%
CC(CCc1ccccc1)NC(=O)c1ccncc1 (stereo not drawn)	i	4%	-12%	0%	4%	3%	3%	-6%	-0.3%
CCOc1ccccc1C(=O)n1nc(C)cc1C	i	0%	-1%	2%	1%	-16%	7%	-5%	-0.1%

Random excerpt: 2 entries already listed, in no set order.
SMILES	S2 tox	HepG2 tox	TGFb inhibitor	EPAC2 antag	MCF10A rereplic	Nrf2 block	ATXN2 expr inh	A549 viability	Nrf2 activator
CCC/C(O)=C1\C(=O)CC(C)(C)CC1=Nc1cccc([N+](=O)[O-])c1	i	0%	-3%	-16%	?	-1%	-12%	8%	2.6%
CCOc1ccc(N(CC)C(=O)COc2cc(=O)n(CC)c3ccccc23)cc1	?	-21%	0%	-2%	12%	-29%	41%[activator]	-3%	4.4%

Next section.
SMILES	S2 tox	HepG2 tox	TGFb inhibitor	EPAC2 antag	MCF10A rereplic	Nrf2 block	ATXN2 expr inh	A549 viability	Nrf2 activator
CC1=NN(C(=O)CCCc2ccccc2)C(O)(C(F)(F)F)C1 (stereo not drawn)	i	13%	?	6%	2%	8%	-1%	2%	3.3%
Cc1ccc(C)c(Cn2nnc3c(=O)[nH]c(C4CCN(C(=O)c5cccs5)CC4)nc32)c1	i	0%	21%	-2%	?	-21%	15%	-19%	-0.5%
COC(=O)c1cc2sc(C)cc2n1Cc1ccccc1	·	-1%	6%	·	·	9%	·	7%	0.6%
Cc1cc(C)nc(SCc2ccc(F)cc2)n1	i	-25%	1%	?	-1%	-9%	·	3%	-0.2%
CC(C)OCCCNC(=S)Nc1ccc(S(N)(=O)=O)cc1	i	7%	5%	23%	0%	6%	5%	3%	0.1%
CCSc1nsc(NC(=O)Nc2ccccc2Cl)n1	i	-49%	?	-3%	?	?	47%[activator]	-2%	5.9%
Cc1ccc(CNC(=O)CCCN2C(=O)c3cccnc3Oc3ccc(Cl)cc32)cc1	·	-25%	-17%	·	·	?	·	1%	2.1%
CCN1CCN(Cc2ccc(NC(=O)c3ccc(C)c(NC(=O)c4csc(-c5ccncc5)n4)c3)cc2C(F)(F)F)CC1	?	16µM*	?	12%	?	8%	0%	?	-4.2%
O=C(CN(C(=O)c1csnn1)c1ccc(F)cc1)NCc1ccc(F)cc1	i	16%	20%	-10%	7%	-16%	2%	0%	-0.4%
COc1cccc(COC(=O)c2c(C)nn(-c3ccccc3)c2Cl)c1OC	i	-3%	-1%	10%	8%	?	-1%	11%	0.1%
Cc1cc(C(=O)COC(=O)c2ccc3c(c2)OCO3)c(C)n1Cc1cccs1	i	-20%	3%	-3%	4%	?	49%[activator]	0%	-0.3%
CC1(C)CC(=O)C(C(C#Cc2ccccc2)C2=C(O)CC(C)(C)CC2=O)=C(O)C1	?	-50%	?	5%	?	9%	?	-7%	9.0%
COc1ccc(NC(=O)CN(C)S(=O)(=O)c2ccc(Cl)cc2)cn1	i	-15%	-13%	-16%	-1%	?	·	-4%	0.4%
COc1cc(NS(=O)(=O)c2c(C(=O)N3CCCCC3)c(C)n(C)c2C)cc(OC)c1OC	i	5%	27%	·	·	17%	4%	-3%	-0.5%
Cn1cc(C(=O)c2ccc(Cl)cc2Cl)cc1C=O	i	-2%	?	0%	-6%	-8%	-8%	7%	5.8%
O=C(Cn1ncc2c3ccccc3n(Cc3ccccc3F)c2c1=O)NCCCN1CCCC1=O	i	-33%	-11%	-8%	3%	?	-17%	-2%	3.6%
CCC(C)NC(=O)NC1C(NC(=O)NC(C)CC)N(C)C(=O)N1C (stereo not drawn)	i	0%	1%	5%	-8%	-7%	3%	-4%[1.84 µM]	-0.7%
CCN(CC)S(=O)(=O)c1cccc(NC(=O)CCNC(=O)c2ccccc2Cl)c1	i	-33%	1%	-2%	0%	-3%	-20%	2%	-0.3%
O=C(N/N=C/C(Br)=C\c1ccccc1)c1ccco1	i	-22%	7%	-1%	?	?	87%[activator]	0%	?
Cc1ccc(S(=O)(=O)NCc2cccnc2)cc1C(=O)NC1CCCCC1	i	4%	-24%	17%	?	?	-5%	?	-0.2%
COc1cc(C2C(C#N)=C(N)OC3=C2C(=O)CCC3)ccc1OC(=O)N1CCOCC1 (stereo not drawn)	i	-17%	1%	3%	?	1%	8%	2%	-0.5%
O=C(Nc1nn[nH]n1)c1ccc(S(=O)(=O)N2CCCCC2)cc1	i	-1%	3%	5%	18%	10%	·	3%	-0.6%
CCc1ccccc1NC(=O)N1CCCc2ccccc21	i	10%	0%	4%	-3%	-1%	42%[activator]	0%	0.0%
CC(C)C(=O)Nc1ccc2nc(SCCOc3ccccc3)sc2c1	i	-12%	-1%	·	·	?	-2%	0%	-0.9%

As entered above:
CC(C)C(=O)Nc1ccc2nc(SCCOc3ccccc3)sc2c1 | Nrf2 activator: -0.9%
COc1ccc(NC(=O)CN(C)S(=O)(=O)c2ccc(Cl)cc2)cn1 | TGFb inhibitor: -13%
COc1cc(NS(=O)(=O)c2c(C(=O)N3CCCCC3)c(C)n(C)c2C)cc(OC)c1OC | A549 viability: -3%

Additional results.
SMILES	S2 tox	HepG2 tox	TGFb inhibitor	EPAC2 antag	MCF10A rereplic	Nrf2 block	ATXN2 expr inh	A549 viability	Nrf2 activator
Cc1cccn2c(=O)c3cc(C(=O)NCc4ccco4)c(=N)n(C(C)C)c3nc12	i	-17%	3%	-2%	15%	-2%	-29%	·	6.0%
Cc1[nH]c2ccccc2c1C(=O)CSc1ccccc1	i	8%	10%	4%	4%	?	35%	2%	-0.4%[9.22 µM]
COc1cc(NS(C)(=O)=O)ccc1Nc1c2ccccc2nc2ccccc12	?	-98%	?	-13%	?	?	0.25µM*	?	?
O=C(Nc1c(C(=O)N2CCOCC2)oc2ccccc12)c1cccc([N+](=O)[O-])c1	i	-4%	1%	0%	-1%	-12%	-7%	1%	-0.1%
O=C(CN1CCC(c2nc3ccccc3s2)CC1)NCc1cccs1	i	-32%	?	-8%	5%	7.3µM*	-2%	-2%[1.84 µM]	3.7%
CN(C(=O)CN1C(=O)S/C(=C\c2ccccc2F)C1=O)C1CCS(=O)(=O)C1 (stereo not drawn)	?	17%	12%	4%	-1%	4%	7%	0%	0.4%
COc1ccc(C(N)c2csc(Nc3ccc(C(=O)NCCCO)cn3)n2)cc1 (stereo not drawn)	i	0%	0%	-4%	·	·	9%	·	3.5%
NC(=O)c1cccc(CC(=O)c2ccccc2)c1	i	0%	10%	0%	2%	4%	·	-2%	-0.6%
COCCNc1ncnc2c1ncn2[C@H]1CN(Cc2ccncc2)C[C@@H](CO)O1	i	-9%	4%	-22%	·	·	10%	·	-0.3%
COc1ccccc1-n1c(SCC(=O)Nc2cccc(S(N)(=O)=O)c2)nc2ccccc2c1=O	i	3%	?	-4%	12%	-17%	-29%	-17%	-0.1%

The list is partial. The share of hits here may be higher or lower than overall.
